FBW7 act: FBW7 E3 ligase activators, primary screen, biochemical, AlphaScreen, human; normalized activity (activation), % at 26.1 µM; AID 1259310, 2017; 650,000 compounds, 0.13% hits; AlphaScreen FBW7–phospho-cyclin E peptide binding, activator screen; F-box/WD repeat-containing protein 7 (Homo sapiens), Q969H0; in the data active means normalized activity above about 1.9%;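 further: purified mutant Fbw7 with reduced substrate affinity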
GPR151 activ: activators of human GPR151, primary screen, cell-based, PathHunter beta-arrestin, luminescence; 650,000 compounds, 1% hits; activation, % at 11.2 µM; AID 1508602, 2020; PathHunter beta-arrestin GPR151 cells; in the data active means activation above about 4.9%;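 further: 0% = median of compound wells and 100% = cells with positive control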
Target sequence (Q8TDV0 whole entry, looked up): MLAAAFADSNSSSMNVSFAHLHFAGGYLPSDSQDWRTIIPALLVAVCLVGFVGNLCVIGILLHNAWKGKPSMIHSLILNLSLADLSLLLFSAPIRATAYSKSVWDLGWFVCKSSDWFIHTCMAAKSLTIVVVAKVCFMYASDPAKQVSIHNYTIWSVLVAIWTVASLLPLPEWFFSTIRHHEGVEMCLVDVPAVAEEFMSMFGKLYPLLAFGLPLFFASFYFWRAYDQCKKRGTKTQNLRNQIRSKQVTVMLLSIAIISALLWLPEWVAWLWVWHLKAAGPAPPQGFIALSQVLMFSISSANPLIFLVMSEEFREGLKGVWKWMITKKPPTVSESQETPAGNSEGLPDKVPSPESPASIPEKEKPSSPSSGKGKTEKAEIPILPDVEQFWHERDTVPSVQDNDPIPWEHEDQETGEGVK
MITF primary: MITF inhibitors, primary screen, biochemical, AlphaScreen, human; AlphaScreen MITF homodimerization, bead proximity signal; Microphthalmia-associated transcription factor (Homo sapiens), O75030; inhibition, % at 2.6 µM; 650,000 compounds, 0.91% hits; in the data active means inhibition above about 50%;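 further: 0% = vehicle wells with protein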
Target sequence (O75030 whole entry, looked up): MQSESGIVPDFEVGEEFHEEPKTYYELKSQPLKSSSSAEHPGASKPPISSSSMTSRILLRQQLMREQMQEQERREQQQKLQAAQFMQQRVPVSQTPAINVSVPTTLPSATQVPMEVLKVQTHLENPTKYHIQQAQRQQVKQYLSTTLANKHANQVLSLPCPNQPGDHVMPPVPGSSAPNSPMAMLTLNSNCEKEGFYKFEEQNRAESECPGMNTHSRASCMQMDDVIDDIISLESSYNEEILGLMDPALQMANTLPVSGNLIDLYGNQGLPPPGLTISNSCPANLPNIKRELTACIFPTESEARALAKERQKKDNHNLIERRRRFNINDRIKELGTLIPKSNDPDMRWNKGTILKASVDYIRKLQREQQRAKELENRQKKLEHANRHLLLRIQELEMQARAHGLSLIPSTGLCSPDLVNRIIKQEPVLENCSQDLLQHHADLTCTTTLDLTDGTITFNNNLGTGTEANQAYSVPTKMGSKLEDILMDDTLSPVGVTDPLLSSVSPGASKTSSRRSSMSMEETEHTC
TEAD-YAP block: TEAD-YAP interaction inhibition, primary screen, TEAD-YAP interaction inhibitor project, luminescence, HEK-TIYL cells | TEAD-Gal4/YAP UAS-luciferase luminescence | inhibition, % at 9.12 µM | 640,000 compounds, 1.4% hits | AID 1259422, 2018; in the data active means inhibition above about 32%;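 further: 0% = median of test compound wells and 100% = reference inhibitor wells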
* marks the source's active call; other numbers are inactive results; x = not tested or not shown. Outcome played no part in choosing rows; overall some 3.4% were active at least once.

The line under a structure holds: FBW7 act, MITF primary, TEAD-YAP block, GPR151 activ
- O=[N+]([O-])c1ccc(COc2ccc(-c3[nH]ncc3-c3nc4ccccc4s3)c(O)c2)cc1
 : -0.1, 2, -4, -0.6
- O=C/C(=C\Nn1cnnc1)c1nc2ccccc2o1
 : -0.2, 13, 2, 15*
- Cc1ccc(-n2cnc3scc(-c4ccc(C)cc4C)c3c2=O)cc1
 : -0.1, -4, -6, 0.3
- Cc1ccc2nc(SCC(=O)O)cc(C)c2c1
 : -0.2, 10, -1, -0.5
- CCOc1ccccc1/C=C1\C(=O)N(Cc2ccccc2)C(C)=C1C(=O)OC
 : -0.4, 14, -4, 1.5
- COc1ccc(OCC(=O)NC(=S)Nc2cccc(-c3nc4ncccc4o3)c2)cc1
 : 0.1, 12, 4, -0.9
- O=C(O)C1CCCCC1C(=O)N1CCCc2ccccc21 (configuration not stated)
 : -0.1, -5, 9, 1.6
- FC(F)(F)c1cccc(OCCNCc2ccccc2)c1
 : 0.2, 38, 3, 1.5
- O=C1C(Cl)=C(N2CCN(c3ccccc3)CC2)C(=O)N1C1CCCCC1
 : -0.1, -11, 10, -0.8
- CCNc1nc2ccccn2c(=O)c1/C=C1\SC(=O)N(CC)C1=O
 : 0.0, 17, 6, 0.2
- N#C/C(=C/c1cccc([N+](=O)[O-])c1)C(=O)Nc1ccc(O)cc1
 : 0.9, 1, -8, -0.8
- O=c1[nH]nc(-c2ccccc2)c2c1-n1nnnc1NC2c1ccccc1 (configuration not stated)
 : 0.1, -4, -6, 0.9
- CN(C)c1nc2n(c(=O)n1)CCN2
 : 0.0, 6, -3, 0.1
- CCOC(=O)c1c(NC(=O)CSc2nnc(CNC(=O)c3ccc([N+](=O)[O-])cc3)n2-c2ccc(F)cc2)sc2c1CCCCC2
 : 0.1, 9, 0, 0.8
- C1Cc2nn3c(c2C1)n1nc2c(c1n1nc4c(c31)CCC4)CCC2
 : 0.0, 6, 5, 1.3
- CCCCC/C=C\C[C@@H](O)/C=C/C=C/C=C/[C@@H](O)CCCC(=O)O
 : x, -15, x, -1.3
- COc1cccc(-c2ocnc2C(=O)NC(C)c2ccncc2)c1 (configuration not stated)
 : 0.2, 19, -9, -0.7
- O=C(CSc1nnc(NC(=O)c2cccc3ccccc23)s1)Nc1ccccc1
 : 0.1, -1, 6, 0.8
- S=C(Nc1ccccc1)N1CCn2c3c(c4cc(C5CCCCC5)ccc42)CCCC31 (configuration not stated)
 : -0.3, -4, 5, -0.7
- COc1ccc(/C=C/C(=O)N2CCNC(=O)C2)c(OC)c1
 : -0.1, -2, -28, -2.3

(listing goes on)
The line under a structure holds: FBW7 act, MITF primary, TEAD-YAP block, GPR151 activ
- COCCNC(=O)CN(C(=O)CCC(=O)Nc1ccccn1)c1ccc2c(c1)OCCO2
 : -0.2, 18, -8, 1.4
- COC(=O)c1c(NC(=O)C=C(C)C)sc2c1C(C(=O)OC)CC2 (configuration not stated)
 : 0.1, 15, -1, -2.2
- CCSCCOC(=O)C1=C(C)NC2=C(C(=O)CC(c3ccccc3)C2)C1c1ccc(OC)c(Br)c1 (configuration not stated)
 : 0.2, -17, 9, -0.2
- COC(=O)[C@H]1[C@@H](O)[C@@]2(O)c3ccccc3O[C@@]2(c2ccccc2)[C@@H]1c1ccccc1
 : 0.0, -3, x, -0.3
- CCCCOc1ccccc1C1C(C(=O)OC2CCCCC2)=C(C)NC2=C1C(=O)CC(C)(C)C2 (configuration not stated)
 : 0.7, 2, 3, 0.6
- CCOCCn1c(=O)c2c(nc3n(-c4ccc(Cl)cc4)c(C)c(C)n23)n(C)c1=O
 : -0.1, 1, 8, -0.5
- O=C(NC(=S)Nc1ccc2oc(-c3ccc(Cl)cc3)nc2c1)c1ccco1
 : -0.1, 8, -57, 0.4
- O=C(Cc1ccc(F)cc1)Nc1ccc(I)cc1
 : 0.1, 6, -10, 1.9
- COCCN1CCCc2ccc(NS(=O)(=O)c3cc(Cl)ccc3C)cc21
 : -0.1, 33, 3, -0.1
- CC1(C)CC2CC(C)(CN2C(=O)COc2ccccc2[N+](=O)[O-])C1 (configuration not stated)
 : 0.0, 12, 13, -0.6
- CCCCn1c(CNC(=O)COc2ccccc2)nnc1SCC(=O)Nc1sc(C(=O)OCC)c(C)c1C(=O)OCC
 : 0.0, -8, -18, -1.0
- COc1ccc(CCNc2nc(Nc3ccncc3)nc3c2ncn3-c2ccsc2)cc1
 : 0.0, 6, 42*, 0.2
- C/C=C(\C)CN1CCc2c(C(=O)N3CCCC3)c(OC)cc(=O)n2CC1
 : 0.0, -8, -9, -0.8
- Cc1ccc(N=C2C(=O)Nc3c(C)cccc32)cc1
 : 0.0, 5, 7, 2.6
- CC(=O)N1CCN(c2nc(N3CCOCC3)nc(-n3ccnc3)n2)CC1
 : -0.2, 2, -9, 0.7
- COc1ccc(C(=O)Oc2cccc(C(=S)N3CCCCC3)c2)cc1
 : 0.4, -4, -3, 1.6
- N=C1OC(CCl)CN1C(=O)Nc1ccccc1 (configuration not stated)
 : 0.3, 3, -52, -0.6
- COc1ccc(C(=O)c2c(C)nc3sccn23)cc1
 : 0.1, 0, -6, 0.7
- CC(C)C(=O)NCc1ccc2[nH]c3c(c2c1)CCCC3
 : -0.1, 16, 4, -1.8
- Cc1ccc(C(=O)N/N=C\c2cccs2)cn1
 : 0.2, -16, -19, 1.3

Additional entries.
The line under a structure holds: FBW7 act, MITF primary, TEAD-YAP block, GPR151 activ
- CCOCCCNC(=O)CN1C(=O)COc2ccc(S(=O)(=O)N3CCOCC3)cc21
 : 0.0, 6, 7, -0.3
- CC(=O)C1=C(O)C(=O)OC1c1ccc(Br)cc1 (configuration not stated)
 : 0.1, 17, 11, 0.5
- CCOC(=O)c1cnc2ccc(OC)cc2c1NCc1ccco1
 : -0.3, -10, 10, -0.3
- COC(=O)c1sc2cc([N+](=O)[O-])cc(SCC(C)C)c2c1NC(C)=O
 : 0.0, 6, 4, -0.1
- COC(=O)c1sccc1NC(=O)/C=C/c1ccc2c(c1)OCO2
 : 0.1, 12, -32, -3.8
- COCCNC(=O)C(=O)NNC(=O)c1ccc(C(C)(C)C)cc1
 : 0.3, 12, 1, 0.8
- CCCNc1ccnc2c(-c3ccc(O)cc3)cnn12
 : 0.0, -16, 97*, -1.5
- Cc1ccc(C(=O)N/N=C\c2cccc(O)c2)cn1
 : 0.0, 11, 19, 0.3
- O=C(CSc1nc(-c2ccccc2)nc2c1CCCC2)N1CCOCC1
 : 0.2, 6, -7, 0.3
- O=C(O)/C=C\C(=O)NCc1ccc(CNC(=O)/C=C\C(=O)O)cc1
 : -0.1, 8, 4, 0.5
- O=C(CN1CC(=O)Nc2ccccc21)Nc1ccc2c(c1)OCCCO2
 : 0.2, -8, 16, -1.4
- COc1ccc(N2C(=O)CSC23CCC(C)CC3)cc1 (configuration not stated)
 : 0.0, -2, -7, 1.5
- CCN1C(=O)C(=Cc2ccc(-c3cccc(C(=O)O)c3)o2)C(=O)N(CC)C1=S
 : 0.2, 47, 0, -0.7
- O=c1[nH]c2cc3c(cc2cc1C(c1nnnn1C1CCCC1)N1CCCCC1)OCO3 (configuration not stated)
 : -0.1, 2, 3, 0.4
- CCC(CC)C(=O)Nc1c2c(nn1-c1ccc(C)cc1C)CSC2
 : 0.2, 4, 4, 0.3
- CCCCNC(=O)C(=O)Nc1ccccc1OC
 : -0.1, 5, -17, -0.7
- CN(C)C(CNC(=O)c1ccc(Cl)c(S(C)(=O)=O)c1)c1cccs1 (configuration not stated)
 : -0.1, -5, -3, -0.3
- CSc1ccc(/C=C(/NC(=O)c2ccccc2)C(=O)NCCO)cc1
 : -0.1, 5, 4, 0.1
- COc1ccc(CC2(CO)CCN(S(=O)(=O)c3ccc(Cl)s3)CC2)cc1
 : 0.1, 9, 3, 1.1
- Cn1c(SCC(=O)c2ccccc2)nc2ccccc21
 : 0.6, 27, -19, -0.2

Remaining list, next part.
The line under a structure holds: FBW7 act, MITF primary, TEAD-YAP block, GPR151 activ
- COC(=O)c1ccccc1NC(=O)CCC(=O)Nc1ccccc1C(=O)OC
 : -0.2, 6, -4, 0.6
- CCCCCC(O)CCCC(=O)O (configuration not stated)
 : -0.2, 0, -7, 4.2
- COc1ccc(N2C(=S)N=C(Nc3cccc(C)c3)C23CCCC3)cc1
 : 0.0, 16, 13, -0.3
- CCOCCCNS(=O)(=O)c1ccc(NC(=O)c2ccco2)cc1
 : 0.0, 7, 2, -0.7
- NS(=O)(=O)c1ccc(Nc2c([N+](=O)[O-])cc([N+](=O)[O-])c3cccnc23)cc1
 : -0.7, 34, 4, 1.8
- COc1ccc(NC(=O)c2cc3c(CO)cnc(C)c3oc2=Nc2ccccc2)cc1Cl
 : -0.3, 1, 10, 1.4
- COc1cc(/C=C/C(=O)OCC(=O)COC(=O)/C=C/c2ccc(O)c(OC)c2)ccc1O
 : 0.0, 6, 5, 1.1
- FC(F)(F)c1ccc(Cn2cnc3c(NCc4ccccc4)nc(NCc4ccc5c(c4)OCO5)nc32)cc1
 : -0.1, -5, -6, 1.2
- N/C(=N\S(=O)(=O)c1ccc(Br)cc1)c1ccc(Cl)cc1
 : 0.7, 8, -5, -1.1
- COc1ccc(OC)c(C2C(C(=O)c3cccs3)=C(O)C(=O)N2Cc2cccnc2)c1 (configuration not stated)
 : -0.2, 2, 0, 1.6
- CCCOP(=O)(OCCC)C(NC(=O)C(C)(C)C)c1ccccc1 (configuration not stated)
 : 0.0, 0, 6, 0.3
- O=C(NCC1CCCCC1)C1CCN(c2c3c(nc4ncnn24)CCC3)CC1
 : 0.1, 10, 9, 0.8
- Cc1cccnc1NC(=O)Nc1ccc2c(c1)OCO2
 : -0.1, -11, -24, 2.2
- CCN(CC)C(=O)C1CCCN(Cc2ccc(C)cc2)C1 (configuration not stated)
 : -0.1, 34, 13, 1.7
- COC(=O)c1ccc(OC(=O)COc2ccccc2Cl)c(OC)c1
 : -0.1, 2, -13, 0.8
- CNC(=O)C(Br)(C(F)(F)F)C(F)(F)F
 : 0.5, 22, -9, -0.8
- O=C1C2ON(c3ccccc3)C(c3ccc(C(F)(F)F)cc3)C2C(=O)N1c1ccc(F)cc1 (configuration not stated)
 : -0.1, 16, -2, 2.5
- O=C(CS(=O)(=O)c1ccccc1)Nc1ccc(Oc2ccccc2)cc1
 : -0.1, 0, 0, 1.4
- CCN1CCN(C(=S)Nc2cccc(OC)c2)CC1
 : -0.1, 4, -12, -2.4
- O=c1c2ccccc2nc(-c2ccc(Br)cc2)n1Cc1cccc([N+](=O)[O-])c1
 : -0.1, 13, -5, -0.2

Following part.
The line under a structure holds: FBW7 act, MITF primary, TEAD-YAP block, GPR151 activ
- CC(=O)Nc1nnc(SCC(=O)Nc2cc(C)ccc2C)s1
 : 0.1, -13, -10, -2.4
- CCOc1cc(/C=C2/NC(=S)NC2=O)ccc1OCc1ccc(Cl)cc1Cl
 : 0.1, -1, -3, 0.9
- COc1ccc(N2CCN(C(=O)CCN3C(=O)C4C5C=CC(C5)C4C3=O)CC2)cc1 (configuration not stated)
 : 0.4, 3, -3, -1.4
- O=C1/C(=C/c2cc([N+](=O)[O-])ccc2O)Sc2ccccc21
 : 0.2, 17, 0, -0.1
- O=C(Nc1ccc2oc(-c3cc(Cl)ccc3Cl)nc2c1)c1ccccc1
 : -0.1, -10, 11, -1.2
- CN(C(=O)c1cc2c(n(-c3ccccc3)c1=O)CC(C)(C)CC2=O)c1ccccc1
 : 0.2, 8, -1, 1.0
- CCN1CCc2c(OCc3ccc(C)cc3)cccc2C1=O
 : 0.0, -2, 0, -2.1
- CCCOc1ccccc1C1NC(=O)NC(C)=C1C(=O)OCCSC (configuration not stated)
 : -0.4, -5, -5, -1.1
- O=C(OCc1nc2ccccc2s1)[C@@H]1CCCN1/C=C/C(=O)C(F)(F)F
 : 0.1, 6, -1, 1.3
- CCn1c(=O)n(-c2ccc(F)cc2)c(=O)c2c3c(sc21)CN(C(C)=O)CC3
 : 0.1, -4, 16, 0.3
- CCOc1cccc2c1N[C@@H](c1ccc(OC)c([N+](=O)[O-])c1)[C@H]1CC=C[C@@H]21
 : -0.2, 1, -6, -0.6
- COc1ccc(-n2c3c(cc(C(=O)Nc4ccc(Cl)cn4)c2=O)C(=O)CC(C)(C)C3)cc1
 : -0.1, -4, -18, 0.3

From PubChem
